RNase H inhibition – RNase H inhibition, HIV 1 Gag Pol polyprotein, FRET biochemical assay, screening (AID 372). HIV-1 RT RNase H, FRET RNA/DNA substrate fluorescence; higher % means a stronger effect. inhibition, % at 10 µM; hits with a dose series show IC50 in µM. 100,000 tested, 0.77% active; in the data active = inhibition above about 50%
* marks the source's active call; other numbers are inactive results. Some of the compounds tested; the hit share may differ from the screen's.

Compound	RNase H inhibition
N#C/C(=C\c1cn(Cc2ccc(F)cc2)c2ccccc12)C(=O)Nc1ccccc1	11%
Cc1cc(OCCCCN2CCCC2)ccc1Cl	18%
Cc1ccc(C)n1Cc1ccc(C(=O)O)cc1	5%
Cc1ccc(N2C(=O)NC(=O)/C(=C\c3cccn3-c3ccc(Cl)cc3)C2=O)cc1	20%
O=C1NC(=S)S/C1=C/c1ccc(Sc2ccccc2)o1	46%
O=C(OCc1ccccc1)Sc1nnc(-c2ccc(Br)cc2)o1	5%
Cc1ccc(S(=O)(=O)/N=C2/C=C(N3CCOCC3)C(=O)c3ccccc32)cc1	5%
CN1C(=O)/C(=C\c2ccccc2OCCOc2ccc(Br)cc2)SC1=S	30%
O=C(O)c1ccccc1/C=N/n1cnnc1	13%
Cc1ccc(S(=O)(=O)N/N=C/c2ccc(OCc3ccccc3)cc2)cc1	3%
O=C(O)c1cc(NC(=O)c2cccc(N3C(=O)c4ccc([N+](=O)[O-])cc4C3=O)c2)cc(C(=O)O)c1	4%
COc1ccc(/C=N/NC(=O)c2ccc(C(C)(C)C)cc2)cc1	15%
Cc1ccc(N(CC(=O)Nc2ccc(Br)cc2)S(C)(=O)=O)cc1Cl	12%
CCOC(=O)c1cccc(NC(=O)COc2ccc([N+](=O)[O-])cc2)c1	9%
Cc1ccc(NC(=O)/C=C/c2cccc([N+](=O)[O-])c2)c(Br)c1	8%

Next compounds follow.
Compound	RNase H inhibition
COc1ccccc1CNC(=O)c1ccc(OC)c([N+](=O)[O-])c1	4%
CCn1c2ccccc2c2cc(C=Nc3cc(C)cc(C)c3)ccc21	0%
CCC1S/C(=N\N=C\c2cccc3ccccc23)NC1=O (stereo not drawn)	6%
O=C(O)CCN1C(=O)/C(=C/c2cccc3ccccc23)SC1=S	13%
O=C(/C=C/c1ccc2c(c1)OCO2)Nc1ccc(Cl)cn1	12%
CCC1(C)COC2(CCC(C(C)(C)C)CC2)OC1 (stereo not drawn)	8%
CCOC(=O)C1=C(C)N=c2s/c(=C\c3cccc4ccccc34)c(=O)n2C1c1ccc(Cl)cc1 (stereo not drawn)	15%
O=C(c1ccc(Cl)cc1)N1N=C(c2ccc([N+](=O)[O-])cc2)CC1(O)C(F)(F)F (stereo not drawn)	15%
N#Cc1c(/N=C/c2cc(Br)ccc2O)sc2c1CCN(Cc1ccccc1)C2	20%
O=C(NC(=S)Nc1ccc(N2CCCCC2)cc1)c1cccs1	12%
COc1ccc2c(c1)s/c(=N\N=C\c1ccc(C#Cc3ccccc3)cc1)n2C	4%
CCN(CC)c1ccc(/C=C(\C#N)C(=O)c2ccc(Br)cc2)cc1	11%
O=C(O)CSc1nc2ccc(NC(=O)c3ccccc3)cc2s1	18%
C(=N\Nc1nc(N2CCCCC2)nc(N2CCCCC2)n1)/c1ccc2ccccc2c1	20%
CC(N=CC1=C(O)CNC1=O)c1ccccc1 (stereo not drawn)	0%

The listing continues:
Compound	RNase H inhibition
COC(=O)C1=C(C)N(C)C(=O)NC1c1ccc(Cl)c(Cl)c1 (stereo not drawn)	2%
CCc1ccc(C2C(C#N)=C(N)OC3=C2C(=O)CC(C)(C)C3)s1 (stereo not drawn)	4%
O=C1C(=Cc2ccc(O)c([N+](=O)[O-])c2)C(=O)c2ccccc21	27%
Cn1c(O)c(N=NC(=O)c2sc3ccccc3c2Cl)c2ccccc21	12%
CCOC(=O)c1ccc(NC(=O)COc2ccccc2C)cc1	3%
COc1ccc(CNC(=O)c2c(-c3c(Cl)cccc3Cl)noc2C)cc1	7%
Cc1ccc(/C=N/NC(=S)NC2CCS(=O)(=O)C2)cc1 (stereo not drawn)	6%
CC(NC(=O)c1ccccc1C(=O)NC(C)c1ccccc1)c1ccccc1 (stereo not drawn)	1%
CCN(CC)c1ccc(N2C(=O)/C(=C\c3cccs3)SC2=S)cc1	5%
O=C(/C=C(\Cl)c1ccc([N+](=O)[O-])cc1)c1ccccc1	13%
O=C1/C(=C/c2cccc(Cl)c2Cl)SC(=S)N1c1ccc([N+](=O)[O-])cc1	1%
Cc1ccc(-c2nc3ccccc3o2)cc1NC(=S)NC(=O)c1ccccc1F	8%
CC(=O)N(C)c1ccc(NC(=O)c2cccc([N+](=O)[O-])c2C)cc1	25%
COC(=O)C1(S(=O)(=O)c2ccc(Cl)cc2)CCOCC1	4%
Cc1ccc(-c2ccc(/C=C(\C#N)C(=O)Nc3ccccc3)o2)cc1[N+](=O)[O-]	9%

(next part)
Compound	RNase H inhibition
Cc1nc2c(sc3nc(C)c(C)c(C)c32)c(=O)o1	0%
COc1ccc(/C=N/NC(=O)CSCC(=O)Nc2ccccc2)cc1OC	5%
COc1cc(C)ccc1OCCOCCOc1ccccc1F	10%
O=C(O)/C=C\C(=O)Nc1ccc(C(=O)Nc2ccc(Cl)cc2Cl)cc1	7%
Cc1ccc(OCCNC(C)(C)C)c(Cl)c1	0%
COc1ccc(OC)c(N(CC(=O)Nc2cccc(Cl)c2)S(C)(=O)=O)c1	0%
O=C1C2ON(c3ccccc3)C(c3ccco3)C2C(=O)N1c1ccc(N2CCOCC2)cc1 (stereo not drawn)	11%
COC(=O)c1ccc(/C=N\NC(=O)COc2cccc(Cl)c2)cc1	3%
O=C(Nc1ccncc1)c1c(F)c(F)c(F)c(F)c1F	9%
COC(=O)c1ccc(N/C=C/C(=O)c2ccco2)cc1	6%
CS(=O)(=O)N(Cc1ccc(C(=O)Nc2ccc(F)cc2)cc1)c1ccccc1	6%
CCOC(=O)C(Cc1ccccc1)(NC(C)=O)C(=O)OCC	8%
C=CCNc1nc(-c2sc(C)nc2C)cs1	7%
CC(C)c1ccc(N2C(=O)/C(=C/c3ccc(O)cc3)C(=O)NC2=S)cc1	8%
O=C(CSCc1ccccc1Cl)NC1CCCCC1	12%

(further entries)
Compound	RNase H inhibition
Brc1ccc(-c2cs/c(=N/c3ccccn3)n2-c2ccccc2)cc1	7%
CCN1CCN(CC(O)COc2ccc(C(C)(C)C)cc2)CC1 (stereo not drawn)	0%
CCCC(C)NC(=O)c1ccc([N+](=O)[O-])cc1 (stereo not drawn)	3%
CCN(CC)c1ccc(N2C(=O)/C(=C/c3ccc(C(=O)O)cc3)SC2=S)cc1	8%
COc1ccc(C(NC=O)c2ccc(OC)cc2)cc1	0%
O=C(c1sc2ccccc2c1Cl)N1CCN(Cc2ccccc2)CC1	32%
COc1ccc(Nc2nc(-c3ccc4ccccc4c3)cs2)cc1	15%
COC(=O)CN(c1cc(C)ccc1OC)S(=O)(=O)c1ccccc1	16%
O=C(COc1ccc(Br)cc1Cl)Nc1ccccc1F	51%*
Oc1ccc(-c2cn3ccccc3n2)cc1O	24%
CCOCCOC(=O)C1=C(C)NC2=C(C(=O)CC(c3ccc(Cl)cc3)C2)C1c1cccc([N+](=O)[O-])c1 (stereo not drawn)	18%
CCOC(=O)c1ccc2c(c1)C1C=CCC1C(c1ccc([N+](=O)[O-])cc1)N2 (stereo not drawn)	36%
O=C(CNC(=O)c1cccc(F)c1)N=Nc1c(O)n(Cc2ccc3c(c2)OCO3)c2ccccc12	20%
CCCOC(=O)c1ccc(NC(=S)NC(=O)c2cccc(Br)c2)cc1	12%
CC(C)(C)NCCOc1ccc(Br)cc1	0%

Other structures:
Compound	RNase H inhibition
c1ccc(CNc2nc(-c3ccccn3)cs2)cc1	0%
Cc1cc(C(=O)N/N=C/c2ccc(-c3ccc(Cl)cc3)o2)n[nH]1	12%
O=C(CC1(c2ccccc2)C(=O)c2ccccc2C1=O)NC1CCCCC1	0%
Cc1cccc(NS(=O)(=O)c2cc(Cl)ccc2Cl)c1C	38%
CCOC(=O)C(=CNc1cccc(C(=O)O)c1)C(=O)OCC	0%
Cc1ccc(F)c(NC(=O)Nc2ccccc2)c1	1%
CCC(C(=O)NCCCOC)c1ccccc1 (stereo not drawn)	6%
C(=Nc1ccc(N=Cc2ccccn2)cc1)c1ccccn1	8%
O=C(Nc1ccccc1C(=O)Nc1ccc(Cl)cc1)c1ccc([N+](=O)[O-])cc1	15%
COc1cc(/C=C/C(=O)c2ccc(Cl)cc2)cc(OC)c1OC	15%
Cc1oc(/N=C/c2ccc(O)cc2O)c(C#N)c1C	0%
COCCOC(=O)C1=C(C)NC2=C(C(=O)CC(c3ccc(Cl)cc3)C2)C1c1cc(OC)ccc1OC (stereo not drawn)	8%
Cc1ccc(C(=O)Nc2cc([N+](=O)[O-])ccc2Cl)c(Cl)c1	14%
O=C(Nc1ccc([N+](=O)[O-])cc1Cl)c1cc(-c2ccccc2)nc2ccccc12	14%
COc1cc([N+](=O)[O-])ccc1NC(=O)C(C)Oc1ccccc1 (stereo not drawn)	17%

Additional entries:
Compound	RNase H inhibition
CC(=O)C1=C(C)NC(SCc2cccc([N+](=O)[O-])c2)=C(C#N)C1c1ccoc1 (stereo not drawn)	11%
Cc1ccc(C)n1-c1ccc(N2CCOCC2)c([N+](=O)[O-])c1	10%
CCOc1ccc(NC(=O)c2c(NC(=O)c3ccco3)sc3c2CCCCC3)cc1	10µM*
COC(=O)C1=C(C)NC2=C(C(=O)CC(c3ccc(Cl)cc3)C2)C1c1ccccc1OCc1ccccc1 (stereo not drawn)	4%
C=CCSc1nc2c(c(=O)[nH]1)C1(CCCC1)Cc1ccccc1-2	6%
O=C(N/N=C/c1ccc([N+](=O)[O-])o1)c1ccccc1Br	7%
O=c1/c(=C/c2cccnc2)sc2n1CN(c1cccc(C(F)(F)F)c1)CN=2	25%
C=CCOc1ccc(/C=C2\C(=O)NC(=O)N(c3ccc(C)cc3)C2=O)cc1	4%
Cc1ccc(NC(=O)CSc2ccccn2)cc1	1%
CCC(CCC(C)C1CCC2C3CC=C4CC(O)CCC4(CO)C3CCC12C)C(C)C (stereo not drawn)	10%
CC(C)c1ccc(N2C(=O)NC(=O)/C(=C/c3ccc(Br)o3)C2=O)cc1	18%
Cc1cccc(C)c1OCC(=O)Nc1ccccc1O	0%
Brc1ccc(-c2nc(NCCCN3CCOCC3)cc(-c3ccccc3)n2)cc1	14%
O=C(CCCN1C(=O)/C(=C\c2cccs2)SC1=S)Nc1cccc(C(=O)O)c1	16%
COc1cc(NS(=O)(=O)c2ccc3ccccc3c2)cc(OC)c1	0%

Further results follow:
Compound	RNase H inhibition
CCOC(=O)C1=C(C)N=c2s/c(=C/c3ccc(I)cc3)c(=O)n2C1c1cccs1 (stereo not drawn)	0%
CC1CC(Nc2ccccc2)c2ccccc2N1 (stereo not drawn)	0%
Cc1ccc(Cl)cc1NC(=O)c1cncc(Br)c1	14%
CC1(C)CC(=O)C2=C(C1)c1c(ccc3ccccc13)NC2c1ccc(N2CCOCC2)cc1 (stereo not drawn)	14%
CC1=NN(c2nc(-c3ccccc3)cs2)C(=O)/C1=C\c1ccc(O)cc1	44%
O=C(NNc1ccc([N+](=O)[O-])cc1[N+](=O)[O-])c1c(F)c(F)c(F)c(F)c1F	16%
O=C(c1ccccc1)c1cc2c(cc1Br)OCCCO2	3%
O=C(Nc1cc(Oc2ccc(F)cc2)cc(Oc2cccnc2)c1)c1nn2c(C(F)(F)F)cc(-c3cccs3)nc2c1Cl	25%
COc1cccc(/C=N/NC(=O)Cn2c(-c3nonc3N)nc3ccccc32)c1OCc1ccc(Cl)cc1Cl	16%
CC(Sc1nc2ccccc2n1Cc1ccccc1)C(=O)O (stereo not drawn)	0%
Cc1[nH]n(-c2ccccc2)c(=O)c1N=Nc1ccc(S(N)(=O)=O)cc1	11%
COc1ccccc1N1C(=O)NC(=O)/C(=C\c2ccc(Br)cc2)C1=O	4%
COc1ccc(OC)c(/C=N/NC(=O)CSc2ncccn2)c1	6%
c1n[nH]c(SCc2ccc(CSc3ncn[nH]3)cc2)n1	0%
NC1=NC(=O)C(CC(=O)NCc2ccccc2)S1 (stereo not drawn)	8%

(more compounds)
Compound	RNase H inhibition
Cc1oc2cc(Br)c(OC(=O)C(C)(C)C)cc2c1C(=O)OC(C)C	0%
O=C(N/N=C/c1cc2c(cc1Br)OCO2)c1cccc2ccccc12	8%
COc1ccc(N2C(=O)c3ccccc3NC2c2cccc(F)c2)cc1 (stereo not drawn)	0%
Cc1ccc(C(=O)Nc2cccnc2)cc1S(=O)(=O)N1CCOCC1	0%
CC(=O)Nc1ccc(C(=O)CSc2ncn[nH]2)cc1	4%
NCCC12CC3CC(C1)CC(CCN)(C3)C2	0%
CCOC(=O)C1=C(O)/C(=C/c2ccccc2O)N=C1C	15%
O=C(COc1ccccc1Cl)NNC(=O)c1ccc2ccccc2c1	10%
CCCOC(=O)c1ccc(OC(=O)c2ccc(F)cc2)cc1	10%
CCc1ccc(C(=O)CSC2=C(C#N)C(c3sccc3C)C(C(C)=O)=C(C)N2)cc1 (stereo not drawn)	24%
COc1ccc(-n2c(O)c(/C=N/NS(=O)(=O)c3ccccc3)c3ccccc3c2=O)cc1	20%
O=C(CSc1ccc(Cl)cc1)Nc1ccc(F)c(Cl)c1	6%

Grouped by structure, the compounds so far with a furan ring, fused or not.
Compound	RNase H inhibition
O=C1NC(=S)S/C1=C/c1ccc(Sc2ccccc2)o1	46%
Cc1ccc(-c2ccc(/C=C(\C#N)C(=O)Nc3ccccc3)o2)cc1[N+](=O)[O-]	9%
O=C1C2ON(c3ccccc3)C(c3ccco3)C2C(=O)N1c1ccc(N2CCOCC2)cc1 (stereo not drawn)	11%
COC(=O)c1ccc(N/C=C/C(=O)c2ccco2)cc1	6%
Cc1cc(C(=O)N/N=C/c2ccc(-c3ccc(Cl)cc3)o2)n[nH]1	12%
Cc1oc(/N=C/c2ccc(O)cc2O)c(C#N)c1C	0%
CC(=O)C1=C(C)NC(SCc2cccc([N+](=O)[O-])c2)=C(C#N)C1c1ccoc1 (stereo not drawn)	11%
CCOc1ccc(NC(=O)c2c(NC(=O)c3ccco3)sc3c2CCCCC3)cc1	10µM*
O=C(N/N=C/c1ccc([N+](=O)[O-])o1)c1ccccc1Br	7%
CC(C)c1ccc(N2C(=O)NC(=O)/C(=C/c3ccc(Br)o3)C2=O)cc1	18%
Cc1oc2cc(Br)c(OC(=O)C(C)(C)C)cc2c1C(=O)OC(C)C	0%

Screening data from PubChem BioAssay.
